# KCNQ2 inh: KCNQ2 potassium channel inhibitors, primary screen, cell-based, CHO-K1, FluxOR thallium flux, B-score (AID 2156). 20 min; hits give low values. 310,000 tested, 1.1% active. B-score at 10 µM;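 active means fluorescence ratio B-score at most minus 3 library SDs, with starting brightness B-score within 2 library SDs, cut at about -5.5 in these data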
# Target sequence (O88943 whole entry, looked up): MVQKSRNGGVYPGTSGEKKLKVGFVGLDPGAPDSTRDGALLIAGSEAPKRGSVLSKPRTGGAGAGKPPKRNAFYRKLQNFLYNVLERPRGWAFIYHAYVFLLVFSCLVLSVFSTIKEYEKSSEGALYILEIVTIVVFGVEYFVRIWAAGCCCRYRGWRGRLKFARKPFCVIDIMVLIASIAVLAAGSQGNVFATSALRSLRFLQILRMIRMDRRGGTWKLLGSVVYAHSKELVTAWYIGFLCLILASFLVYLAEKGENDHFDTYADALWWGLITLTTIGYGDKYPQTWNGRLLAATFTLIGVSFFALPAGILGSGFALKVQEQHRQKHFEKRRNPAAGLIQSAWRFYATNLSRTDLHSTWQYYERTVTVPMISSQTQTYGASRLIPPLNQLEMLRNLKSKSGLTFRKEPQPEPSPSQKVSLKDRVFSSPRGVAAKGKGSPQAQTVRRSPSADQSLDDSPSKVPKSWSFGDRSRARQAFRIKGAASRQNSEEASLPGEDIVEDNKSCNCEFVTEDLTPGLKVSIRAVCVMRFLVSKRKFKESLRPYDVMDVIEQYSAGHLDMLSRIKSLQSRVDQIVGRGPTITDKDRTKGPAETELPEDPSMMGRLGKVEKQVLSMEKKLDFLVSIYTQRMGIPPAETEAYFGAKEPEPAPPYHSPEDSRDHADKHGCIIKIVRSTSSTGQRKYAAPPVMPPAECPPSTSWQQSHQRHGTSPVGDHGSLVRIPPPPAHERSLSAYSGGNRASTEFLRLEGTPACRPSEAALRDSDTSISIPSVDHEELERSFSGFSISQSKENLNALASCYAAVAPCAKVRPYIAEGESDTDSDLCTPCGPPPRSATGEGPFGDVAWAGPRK
# CHT inh: inhibits the human high affinity choline transporter; CHT-expressing cells, membrane potential dye, choline response; hits give low values; Q9GZV3; 310,000 tested, 0.86% active; B-score at 10 µM;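 active means B-score over 3 SD under the library average, and starting fluorescence ratio not unusually high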;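 further: choline stimulus applied at its EC90 after an EC20 pre-addition; B-score computed on integrated fluorescence ratio after choline addition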
# An asterisk follows results filed as active; i = inactive; nt = no result given.
# The opening four compounds, to show the layout:
SMILES	KCNQ2 inh	CHT inh
COc1ccc(S(=O)(=O)N2CCC(NC(=O)C(Cc3cccc(OC)c3OC)NC(C)=O)CC2)cc1 (configuration not stated)	i	i
C/C=C(/C)C(=O)Nc1cccc(C2=NOC3(C2)C[C@H](C(N)=O)N(C(=O)c2ccc(Cl)cc2)C3)c1 (some centres not stated)	i	i
COC(=O)NC1c2ccccc2Oc2ccc(C)cc21 (configuration not stated)	i	i
O=C(Nc1ccccc1C(=O)NCCCn1ccnc1)c1ccc(Cl)cc1Cl	i	-5.2*

# Main list, from the first entry:
SMILES	KCNQ2 inh	CHT inh
COc1ccc(S(=O)(=O)N2CCC(NC(=O)C(Cc3cccc(OC)c3OC)NC(C)=O)CC2)cc1 (configuration not stated)	i	i
C/C=C(/C)C(=O)Nc1cccc(C2=NOC3(C2)C[C@H](C(N)=O)N(C(=O)c2ccc(Cl)cc2)C3)c1 (some centres not stated)	i	i
COC(=O)NC1c2ccccc2Oc2ccc(C)cc21 (configuration not stated)	i	i
O=C(Nc1ccccc1C(=O)NCCCn1ccnc1)c1ccc(Cl)cc1Cl	i	-5.2*
O=C(Nn1c(COc2ccccc2)nc2ccccc2c1=O)C(Cl)(Cl)Cl	i	i
COC(=O)C1CCCN1C(=O)COc1ccc(Cl)cc1Br (configuration not stated)	i	i
COC(=O)NCC1(C)CC(NC(=O)OC)CC(C)(C)C1 (configuration not stated)	i	i
Cn1c(=O)c2c(ncn2CCC(=O)N/N=C/c2ccccc2)n(C)c1=O	i	i
CCC1(CC)NC(=S)N(Nc2ccccc2)C1=O	i	i
COc1ccccc1-c1nnc(SCC(=O)Nc2ccc3[nH]c(=O)[nH]c3c2)n1N	i	i

# Going on with the list.
SMILES	KCNQ2 inh	CHT inh
CS(=O)(=O)N(CC(=O)NCCSC1CCCCC1)c1ccccc1	i	i
CCCc1nnc(SCC(=O)Nc2ccc(OC)cc2)o1	i	i
C=CCN1C(=O)C(CC(=O)Nc2ccc(C)cc2)SC1=Nc1c(C)n(C)n(-c2ccccc2)c1=O (configuration not stated)	i	i
COc1cccc(CN2C(=O)CN(C3CCCCC3)C(=O)C2c2ccc(F)cc2)c1 (configuration not stated)	i	i
O=C(NC1(C(F)(F)F)C(=O)Nc2c1c(=O)[nH]c(=O)n2Cc1ccco1)C1CCCCC1 (configuration not stated)	i	i
CCC(C)n1c(SCC(=O)NCCc2ccc(S(N)(=O)=O)cc2)nc2ccsc2c1=O (configuration not stated)	i	i
CCCCC1(CC(=O)OC)C(=O)N(c2ccccc2)N(c2ccccc2)C1=O	i	i
O=C(CSc1nnc(-c2ccc(Cl)cc2)n1Cc1ccco1)c1cccs1	i	i
C/C(CC(=O)Nc1ccc(Cl)c(C(F)(F)F)c1)=N\NC(=O)c1cnccn1	i	i
Cc1nc(C#N)c(N/N=C/c2c(F)cccc2Cl)o1	i	i

# Following part:
SMILES	KCNQ2 inh	CHT inh
COc1ccc(CCNC(=O)CCc2ccccc2)cc1OC	i	i
Cc1ccc(N2/C(=N/c3nc(C)cc(C)n3)NC(=O)CC2C(=O)O)cc1 (configuration not stated)	i	i
CC(=O)N1CCN(S(=O)(=O)c2cccc(C(=O)NNC(=O)Cn3ccc(C(F)(F)F)n3)c2)CC1	i	i
COc1ccc(/C=N/NC(=O)C(=O)Nc2ccccn2)cc1OC	i	i
COCC(=O)Nc1ccc(-c2cn3cccnc3n2)cc1	i	i
COC(=O)CSc1ncnc2c1sc1nc3c(cc12)COC(C)(C)C3	i	i
Cc1nn(-c2ccccc2)c(C)c1C(=O)OCC(=O)c1c(N)n(CC(C)C)c(=O)n(C)c1=O	i	i
CCCCNC(=O)c1ccccc1NS(=O)(=O)c1ccc2c(c1)OCCO2	i	i
Cn1nc(SCC(=O)O)sc1=S	i	i
O=C(CCSc1ccccc1)NC1CCCCCC1	i	i

# The results go on.
SMILES	KCNQ2 inh	CHT inh
Clc1ccc(OC2CCN(Cc3nc(CC4CC4)no3)CC2)cc1	i	i
O=C(COC(=O)Cc1cccs1)Nc1cccc(S(=O)(=O)N2CCOCC2)c1	i	i
CCc1c(O)nc(SCC(=O)N2CCOCC2)n(-c2ccccc2)c1=O	i	i
Cn1c(=O)n(C)c2cc(NS(=O)(=O)c3ccc(F)cc3)ccc21	i	i
c1ccc(Cn2nnnc2CN2CCN(Cc3ccc4c(c3)OCO4)CC2)cc1	i	i
Cc1cc(C)cc(OCCn2ccnc2)c1	i	i
O=C(O)c1ccc(/C=N/Nc2ccc(F)cc2F)cc1	i	i
Cc1cc(C(=O)NC2CC(C)(C)Cc3c2cnn3-c2ccccc2)n[nH]1 (configuration not stated)	i	i
CCn1c(NCCc2ccc(OC)c(OC)c2)nc2c1c(=O)n(C)c(=O)n2C	i	i
O=C(NCc1cccs1)C1CCCN1S(=O)(=O)c1ccccc1F (configuration not stated)	i	i

# The list continues.
SMILES	KCNQ2 inh	CHT inh
COc1ccccc1CN1CCN(Cc2ccco2)CC1	i	i
O=[N+]([O-])c1ccn(-c2nc(-c3ccccc3)cc(C(F)(F)F)n2)n1	i	i
COc1cccc(CN(C)C(=O)CCNC(=O)c2ccc(Br)cc2)c1	i	i
CCn1ccc(C(=O)Nc2cccc(Cl)c2)n1	i	i
CCCCNC(=O)N1CCCC(C(=O)c2cc(C)c(OC)c(C)c2)C1 (configuration not stated)	i	i
Cc1ccc(S(=O)(=O)NC(=O)c2cc(C)n(CC(c3ccccc3)N(C)C)c2C)cc1 (configuration not stated)	i	i
Cc1ccc(SCc2cn3c(C)csc3n2)cc1	-8.1*	i
C=CCn1cnc2c(nnn2Cc2ccc(F)cc2)c1=O	i	i
COCC(=O)Nc1c(C(=O)N2CCCC2)oc2ccccc12	i	i
COc1ccc(OC)c(/C=C2\Oc3cc(OCC(=O)N4CCC[C@H]4C(=O)O)ccc3C2=O)c1	i	i

# Other results:
SMILES	KCNQ2 inh	CHT inh
CCOc1ncccc1C(=O)N1CCN(c2ccc(C(F)(F)F)cn2)CC1	i	i
C/C(CC(=O)Nc1ccc(N(C)C)cc1)=N\NC(=O)c1ccc([N+](=O)[O-])cc1Cl	i	i
CC(=O)c1sc(NC(=O)C2CSC3(C)CCC(=O)N23)nc1-c1ccccc1 (configuration not stated)	i	i
CC(C(=O)O)n1c2ccccc2c2cnn(C)c(=O)c21 (configuration not stated)	i	i
Cc1ccc(NC(=O)NCc2ccccn2)cc1	i	i
CCC(OC(=O)CCc1nc2ccccc2[nH]c1=O)C(=O)c1ccccc1 (configuration not stated)	i	i
COc1ccc(C)cc1S(=O)(=O)N(CC(=O)O)c1ccc(F)cc1	i	i
O=C(NCCN1CCOCC1)c1c[nH]c2ccc(S(=O)(=O)N3CCOCC3)cc2c1=O	i	i
CCCc1cc(=O)oc2c(C)c(OCC(=O)N3CCC[C@@H]3C(=O)O)ccc12	i	i
CC1=NN(c2ccc(C(=O)O)cc2)C(=O)CC1	i	i

# New compounds follow:
SMILES	KCNQ2 inh	CHT inh
Cc1sc2ncnc(N(C)Cc3ccco3)c2c1C	i	-5.1*
Clc1ccccc1Cn1nnc2c(NCC3CC3)ncnc21	i	i
Cc1ccc(S(=O)(=O)N(C)c2ccc(OC(=O)CN3C(=O)NC4(CCCC4)C3=O)cc2)cc1C	i	i
Cc1cccc(NC(=O)CCC(=O)Nc2nnc(C(F)(F)F)s2)c1	i	i
COc1cc(CNC(C)c2ccccc2)cc(Cl)c1OCC(=O)Nc1ccccc1 (configuration not stated)	i	i
CCN(c1ccccc1)S(=O)(=O)c1ccc(NC(=O)c2nc(S(C)(=O)=O)ncc2Cl)cc1	i	i
C=CCc1cccc2cc(C(=O)NCCOC)c(=O)oc12	i	i
CC1CCN(S(=O)(=O)c2csc(C(=O)Nc3ccccc3)c2)CC1	i	i
COc1ccc(-c2ccc(OC)c([C@H]3[C@@H]4C=CCC[C@@]4(C)C(=O)N3Cc3ccccc3)c2)cc1OC	i	i
Cc1occc1C(=O)NNC(=O)Nc1ccc([N+](=O)[O-])cc1	i	i

# (list continues)
SMILES	KCNQ2 inh	CHT inh
CC(C)c1ccc(N(C(=O)c2ccc3c(c2)OCO3)C2C=CS(=O)(=O)C2)cc1 (configuration not stated)	i	i
Cc1[nH]n(-c2cccc3ccccc23)c(=O)c1/C=N/c1sc2c(c1C#N)CCC2	i	i
Cc1ccc(S(=O)(=O)N(C)C)cc1NC(=O)COC(=O)/C=C/c1cccs1	i	i
Brc1ccc(C2=Nn3c(nnc3-c3cccnc3)SC2)s1	i	i
Cn1c(=O)oc2cc(S(=O)(=O)CCC(=O)Nc3ccccc3)ccc21	i	i
C=CC[N+](C)(C)C/C(Cl)=C(\Cl)c1ccccc1	i	i
Cc1ccccc1NS(=O)(=O)c1nnc(NC(=O)c2ccc(Cl)cc2)s1	i	i
C(=C\c1ccccc1)/CN1CCN(Cc2nc(Cc3ccccc3)no2)CC1	i	i
CC(=O)Nc1ccc(SCC(=O)OCC(=O)NC(=O)NCc2ccco2)cc1	i	i
COCCCNC(=S)N/N=C/c1cccc(OC)c1O	i	i

# Carrying on.
SMILES	KCNQ2 inh	CHT inh
CC(=O)Oc1cc(C(C)C)c(OCCN(C)C)cc1C	i	i
O=C(NCc1ccco1)C(=O)NCC1OCCN1S(=O)(=O)c1cc(F)ccc1F (configuration not stated)	i	i
CC(C)c1ccc(C(CC(=O)c2ccc(Cl)cc2)C(=O)O)cc1 (configuration not stated)	i	i
Cc1ccc(C)c(N2CCN(C(=O)Nc3ccc4c(c3)N(C)C(=O)CS4)CC2)c1	i	i
Cc1nn(C(C)(C)C)c(OC(=O)C2CCCC2)c1S(=O)(=O)c1ccccc1	-6*	nt
Cn1cc(CNCc2cn(C)nc2-c2ccc(C3CCCCC3)cc2)cn1	i	i
CCOc1ccccc1OCC(=O)NN1Cc2ccccc2C1=N	i	i
Cc1ccccc1-n1c(SCc2cc(=O)n3ccccc3n2)nc2[nH]ncc2c1=O	i	i
COc1ccc(-c2nsc3c(N4CCN(C(=O)c5ccco5)CC4)ncnc23)cc1	i	i
Cc1cccc(NC(=O)NCC(c2ccco2)N2CCCCC2)c1 (configuration not stated)	i	i

# One compound at a time (already shown). Screens in order: KCNQ2 inh	CHT inh
# Profile of `CCC(C)n1c(SCC(=O)NCCc2ccc(S(N)(=O)=O)cc2)nc2ccsc2c1=O` (configuration not stated) : i	i
# Profile of `C/C(CC(=O)Nc1ccc(Cl)c(C(F)(F)F)c1)=N\NC(=O)c1cnccn1` : i	i
# Profile of `Cc1ccc(S(=O)(=O)NC(=O)c2cc(C)n(CC(c3ccccc3)N(C)C)c2C)cc1` (configuration not stated) : i	i
# Profile of `CC1CCN(S(=O)(=O)c2csc(C(=O)Nc3ccccc3)c2)CC1` : i	i
# Profile of `CCCCNC(=O)N1CCCC(C(=O)c2cc(C)c(OC)c(C)c2)C1` (configuration not stated) : i	i

# The list goes on:
SMILES	KCNQ2 inh	CHT inh
CC(C)c1nnc(SCC(=O)NCc2ccco2)n1C	i	i
COC(=O)c1sc(NC(=O)CSc2nnnn2C)nc1C	i	i
N#Cc1ccsc1NC(=O)COc1ccc(-c2nnco2)cc1	i	i
COc1ccc(/C=N/Nc2nonc2N)cc1	i	i
O=C(CCC1CCCC1)NCCCNC(=O)CCC1CCCC1	i	-6.5*
Cc1cccc(NC(=S)N=Nc2c(O)n(C)c3ccc(S(=O)(=O)N4CCOCC4)cc23)c1	i	i
O=C(c1ccc(-c2ccccc2)cc1)C1CCCN(Cc2ccncc2)C1 (configuration not stated)	i	i
CCCCn1c(N)c(N(CCOC)C(=O)c2cc(S(=O)(=O)N3CCCCC3)ccc2Cl)c(=O)[nH]c1=O	i	i
COC(=O)C1C(O)=C(C(C)=N)C(=O)CC1(C)C (configuration not stated)	i	i
Cn1nc([N+](=O)[O-])nc1N1CCN(c2ccc(F)cc2)CC1	i	i

# New compounds follow
SMILES	KCNQ2 inh	CHT inh
N#CC1=C(N)c2ccccc2CC12CCCCC2	i	i
O=C(Oc1cccc(NC(=O)c2ccccc2Cl)c1)c1ccc([N+](=O)[O-])cc1	i	i
Cc1ccc2nsnc2c1S(=O)(=O)NCCc1c(C)[nH]c2ccc(F)cc12	i	i
O=C(O)/C=C\c1ccccc1Oc1cccc(Cl)c1	i	i
CC(C)Cn1c(=O)c(C(=O)Nc2cnccn2)c(O)c2ccccc21	i	i
COc1cc(C(=O)Nc2ccc(S(=O)(=O)NC(C)(C)C)cc2)cc(OC)c1OC	i	i
O=c1c2ccccc2[nH]c(=S)n1CCCN1CCN(c2ccccc2F)CC1	i	i
Cn1ccsc1=NC(=O)c1ccc(S(C)(=O)=O)c([N+](=O)[O-])c1	i	i
O=C(Nc1ccccc1)C1=C[C@H](c2ccccc2)C[C@H](OCCCCO)O1	i	i
CC(C)NCC(O)COc1ccc(CC(N)=O)cc1 (configuration not stated)	i	i

# Next compounds:
SMILES	KCNQ2 inh	CHT inh
Cc1ccc(OC(C)C(=O)N2CC(=O)Nc3ccccc32)cc1 (configuration not stated)	i	i
COc1cc(OC)c2ccc(=O)oc2c1C(CC(=O)N1CCOCC1)c1ccc(N(C)C)cc1 (configuration not stated)	i	i
CCNC(=S)Nc1cc(OCC)c(NC(=O)c2ccco2)cc1OCC	i	i
O=[N+]([O-])c1cc(/C=N/O)ccc1Sc1ccccc1	i	i
S=c1[nH]c(-c2ccccc2)cn1/N=C/c1ccc(Br)cc1	i	i
O=C1NC(c2ccccc2)=CC(c2ccccc2)N1 (configuration not stated)	i	i
CCOc1ncccc1C(=O)OCC(=O)Nc1ccc(S(=O)(=O)N2CCOCC2)cc1	i	i
CN1C(=O)CC(N2CCN(c3ccc(Cl)c(Cl)c3)CC2)C1=O (configuration not stated)	i	i
Cc1ccc(C(=O)N/C(=C/c2cccc([N+](=O)[O-])c2)C(=O)NC(C)C)cc1	i	i
CCOC(=O)c1c(C)[nH]c(C)c1S(=O)(=O)N(C)CC(=O)Nc1ccc(C)cn1	i	i
CCOC(=O)NC(=O)COC(=O)CCCSc1nc2ccccc2s1	i	i
O=C(NCCO)c1cc2c(s1)CCC2	i	i
Cc1ccc2c(c1)N(C(C)C(=O)NCc1ccc3c(c1)OCO3)C(=O)CO2 (configuration not stated)	i	i

# Screening data deposited in PubChem by Johns Hopkins Ion Channel Center.
